Screening data (PubChem BioAssay)
GPR151 ag – activators of human GPR151 | Q8TDV0 | PathHunter beta-arrestin GPR151 cells, luminescence | activation, % at 11.2 µM | actives 1% (n = 650,000) | AID 1508602; in the data active means activation above about 4.9%;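 further: 0% = median of compound wells and 100% = cells with positive control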
Target sequence (Q8TDV0 whole entry, looked up): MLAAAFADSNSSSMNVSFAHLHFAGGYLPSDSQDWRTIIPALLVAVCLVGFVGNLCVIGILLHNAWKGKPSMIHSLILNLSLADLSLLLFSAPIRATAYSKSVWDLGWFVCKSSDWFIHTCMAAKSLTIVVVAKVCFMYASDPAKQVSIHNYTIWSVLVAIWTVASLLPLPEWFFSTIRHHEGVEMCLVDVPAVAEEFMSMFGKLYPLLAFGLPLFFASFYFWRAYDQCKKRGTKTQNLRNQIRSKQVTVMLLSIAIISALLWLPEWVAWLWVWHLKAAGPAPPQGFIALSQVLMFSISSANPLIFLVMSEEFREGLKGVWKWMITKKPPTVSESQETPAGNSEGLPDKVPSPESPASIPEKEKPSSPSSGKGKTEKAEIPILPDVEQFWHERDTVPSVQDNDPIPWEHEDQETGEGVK
MITF inh – blocks human microphthalmia-associated transcription factor; actives 0.91% (n = 650,000); AlphaScreen MITF homodimerization, bead proximity signal; inhibition, % at 2.6 µM; AID 1259374; O75030; in the data active means inhibition above about 50%;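 further: 0% = vehicle wells with protein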
Target sequence (O75030 whole entry, looked up): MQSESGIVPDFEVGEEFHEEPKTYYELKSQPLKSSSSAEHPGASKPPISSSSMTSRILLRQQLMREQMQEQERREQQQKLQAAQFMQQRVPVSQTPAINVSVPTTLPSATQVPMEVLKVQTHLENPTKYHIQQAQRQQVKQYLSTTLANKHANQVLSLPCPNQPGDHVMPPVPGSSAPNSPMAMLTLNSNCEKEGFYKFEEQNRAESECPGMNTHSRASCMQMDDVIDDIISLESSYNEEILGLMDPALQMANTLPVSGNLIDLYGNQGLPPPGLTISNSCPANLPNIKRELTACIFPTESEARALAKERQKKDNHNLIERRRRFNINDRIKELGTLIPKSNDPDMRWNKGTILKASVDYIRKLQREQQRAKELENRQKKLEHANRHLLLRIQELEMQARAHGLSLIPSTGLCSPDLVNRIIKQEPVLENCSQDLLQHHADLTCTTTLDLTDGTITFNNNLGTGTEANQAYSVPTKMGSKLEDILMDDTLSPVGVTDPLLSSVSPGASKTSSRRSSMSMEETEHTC
FBW7 activator – activators of human E3 ligase FBW7; Q969H0; AlphaScreen FBW7–phospho-cyclin E peptide binding, activator screen; normalized activity (activation), % at 26.1 µM; actives 0.13% (n = 650,000); AID 1259310; in the data active means normalized activity above about 1.9%;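 further: purified mutant Fbw7 with reduced substrate affinity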
TEAD-YAP block – TEAD-YAP interaction inhibition; HEK-TIYL cells, TEAD-Gal4/YAP UAS-luciferase luminescence; inhibition, % at 9.12 µM; actives 1.4% (n = 640,000); AID 1259422; in the data active means inhibition above about 32%;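 further: 0% = median of test compound wells and 100% = reference inhibitor wells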
* marks the source's active call; other numbers are inactive results.

1. O=C(Nc1cccc(Cl)c1)c1cc(C2CC2)on1
2. O=C(CCC(=O)Nc1ccc(F)cc1)N/N=C/c1ccc(Cl)cc1Cl
3. OCC1(CCCc2ccccc2)CCN(Cc2cnc(N3CCOCC3)s2)CC1
4. Cc1ccc2c(c1)-c1onc(C(=O)NC(C)CCc3ccco3)c1CO2 (stereo not given)
5. CC(O)c1ccc(Oc2ccc(C(C)O)cc2)cc1 (stereo not given)
6. CC(=O)C1=C(O)C(=O)N(CCC(=O)O)C1c1ccccc1Cl (stereo not given)
7. N#Cc1c(N)nc(SCc2ccccc2)c(C#N)c1-c1ccccc1
8. CCOc1ccc2cc(C3CC(c4ccc(OC)cc4)=NN3)c(Cl)nc2c1 (stereo not given)
Compound,1,2,3,4,5,6,7,8
GPR151 ag,0.1,-1.3,0.9,-1.6,-1.2,-0.7,1.0,0.2
MITF inh,-21,10,4,0,2,14,-1,7
FBW7 activator,0.1,0.2,-0.1,0.0,0.3,0.6,0.1,0.0
TEAD-YAP block,-55,9,20,-7,-7,3,-40,1

9. O=C(NNC(=O)c1cccs1)c1ccc(Cl)cc1
10. NC(=O)c1cccc(-c2cnc(N3CCN(CCO)CC3)c3nccn23)c1
11. COc1ccc(NC(=O)C(=O)NCCN2CCN(S(C)(=O)=O)CC2)cc1
12. Cc1c(Nc2nc3ccccc3nc2Nc2ccccc2)c(=O)n(-c2ccccc2)n1C
13. Cn1c(N2CCCC2)nc2c1c(=O)[nH]c(=O)n2C
14. O=C(CCSc1ccc(Cl)cc1)N/N=C/c1ccccc1
15. COc1ccc(/C=C2\N=C(c3ccc(F)cc3)OC2=O)cc1
16. COc1cc(C=O)cc(OC)c1OCCOc1ccccc1Cl
Compound,9,10,11,12,13,14,15,16
GPR151 ag,4.2,0.1,0.6,0.6,0.5,1.6,-0.7,3.5
MITF inh,2,-5,1,17,-1,8,4,-2
FBW7 activator,0.0,-0.1,0.0,0.3,-0.1,0.0,-0.2,-0.2
TEAD-YAP block,-26,-65,2,4,2,-2,-2,-17

17. Cc1ccc(-n2ncc3c(SCC(=O)N4CCCCC4)ncnc32)cc1C
18. CCCCSc1nc2nc(C)cc(C)n2n1
19. COc1ccc(CN2CCOc3ccc(C(C)(O)CN(C)C)cc3C2)c(OC)c1 (stereo not given)
20. COC(=O)/C=c1/sc2n(c1=O)C(C)=CC(C)(C)N=2
21. CCOC(=O)c1ccc(N2C(=O)CC(NCc3ccco3)C2=O)cc1 (stereo not given)
22. Cc1cc(C)c(NC(=O)C2CCCN2c2nn3c(=O)cc(C)nc3s2)c(C)c1 (stereo not given)
23. CCC[C@@H]1NC(=O)[C@H]2CN(Cc3ccc(C)cc3)CCN2C1=O
24. CCCCCC1CCC(c2ccc(OC)cc2)CC1 (stereo not given)
Compound,17,18,19,20,21,22,23,24
GPR151 ag,-0.4,-0.7,2.1,2.8,0.6,-1.6,-1.2,0.1
MITF inh,9,0,10,-11,0,1,17,-14
FBW7 activator,0.1,-0.1,0.0,0.0,-0.1,0.1,0.1,-0.2
TEAD-YAP block,5,-4,-8,-16,-5,4,5,4

25. CC(=O)Nc1ccc(C(=O)OCc2ccc(C(C)=O)cc2)cc1
26. COC(=O)c1ccc(-c2ccc(/C=C3\C(=O)N(c4cccc(C(=O)O)c4)N=C3C(F)(F)F)o2)cc1
27. FC(F)(F)c1cccc(Nc2nc(Cl)nc(NCCC3=CCCCC3)n2)c1
28. CN(C)c1ccc(S(=O)(=O)N2CCCC2)cn1
29. CC(C)N1CCc2c(sc(NC(=O)CCSc3ccccc3)c2C#N)C1
30. COCCOC1CCN(c2nc3nonc3nc2NC2CCCC2)CC1
31. O=C(Nc1cccc(O)c1)c1cc2n(n1)C(C(F)(F)F)CC(c1ccc(Cl)cc1)N2 (stereo not given)
32. COC(=O)C(C)Sc1nc(-c2cccs2)nc2c1c(=O)n(C)c(=O)n2C (stereo not given)
Compound,25,26,27,28,29,30,31,32
GPR151 ag,-1.0,2.2,-0.3,2.9,0.6,-0.8,3.1,-0.3
MITF inh,8,3,0,8,9,8,-6,6
FBW7 activator,0.2,-1.4,-0.2,0.1,0.1,0.3,0.0,-0.1
TEAD-YAP block,1,-6,-7,-1,1,5,0,6

33. COc1ccc(C(=O)NCc2nnc(SCC(=O)N3CCc4ccccc43)n2-c2cccc(C(F)(F)F)c2)cc1OC
34. Cc1[nH]c(=O)[nH]c(=O)c1S(=O)(=O)Nc1ccc(F)cc1
35. O=c1c(-c2ccccn2)coc2cc(O)ccc12
36. CC(C)C(=O)N1c2ccccc2C(N(C(=O)c2ccc(F)cc2)c2ccccc2)CC1C (stereo not given)
37. COc1cccc(C(=O)N=c2sc3cc(OC)c(OC)cc3n2C)c1
38. CCCN(CCC)CCCNc1ccc(C(=O)Nc2ccc(C(C)C)cc2)cc1[N+](=O)[O-]
39. Cc1cc(OCC(=O)N2CCC(C)CC2)cc2oc(=O)c3ccccc3c12
40. CC(C)c1ccc(CN2CCc3nnc(CNC(=O)c4ccccn4)n3CC2)cc1
Compound,33,34,35,36,37,38,39,40
GPR151 ag,0.1,-0.8,-6.9,1.9,-0.2,2.5,-1.1,0.6
MITF inh,-4,3,-2,-8,-12,3,-6,12
FBW7 activator,0.8,0.0,0.1,-0.1,-0.1,-1.2,-0.2,0.4
TEAD-YAP block,-17,1,7,-1,-2,-33,8,-17

41. COc1cccc(OCCOc2ccc(/C=C3\SC(N)=NC3=O)cc2OC)c1
42. CC(Oc1ccc(/C=C(\C#N)c2nc3ccccc3[nH]2)cc1)C(=O)O (stereo not given)
43. O=c1cnnc(NCc2ccccc2)[nH]1
44. COC1=C/C(=C/c2c(N)n3nc(N4CCCCC4)sc3nc2=O)C=CC1=O
45. CCc1c(C)nc(SCC(=O)Nc2ccccc2F)[nH]c1=O
46. CN(C)CCOC(=O)C12CCC3CC(CC(C3)C1)C2
47. COc1ccc2nc(NC(=O)c3ccc(S(=O)(=O)N4CCOCC4)cc3)sc2c1
48. CCN1c2ccc(C(C)=O)cc2NC1(C)CC (stereo not given)
Compound,41,42,43,44,45,46,47,48
GPR151 ag,2.7,2.5,2.4,-0.6,-0.8,-0.1,1.0,-0.6
MITF inh,13,11,5,6,-6,1,-12,18
FBW7 activator,0.1,0.6,0.5,1.3,0.0,0.0,0.6,1.2
TEAD-YAP block,1,-9,1,-4,-13,-6,8,-3

Another view of 4 compounds above:
43	O=c1cnnc(NCc2ccccc2)[nH]1
  GPR151 ag: 2.4
  MITF inh: 5
  FBW7 activator: 0.5
  TEAD-YAP block: 1
44	COC1=C/C(=C/c2c(N)n3nc(N4CCCCC4)sc3nc2=O)C=CC1=O
  GPR151 ag: -0.6
  MITF inh: 6
  FBW7 activator: 1.3
  TEAD-YAP block: -4
45	CCc1c(C)nc(SCC(=O)Nc2ccccc2F)[nH]c1=O
  GPR151 ag: -0.8
  MITF inh: -6
  FBW7 activator: 0.0
  TEAD-YAP block: -13
46	CN(C)CCOC(=O)C12CCC3CC(CC(C3)C1)C2
  GPR151 ag: -0.1
  MITF inh: 1
  FBW7 activator: 0.0
  TEAD-YAP block: -6

Next part.
49. CCOc1ccc(S(=O)(=O)N2CCN(Cc3nc(-c4ccco4)cs3)CC2)cc1
50. Cc1ccc(NC(=O)C(C)C)c(Br)c1
51. COc1cccc2c(=O)cc(C)n(CC(=O)Nc3cccc(C)c3)c12
52. CCC1CN(Cc2ccc(COC)o2)Cc2ccc(Cl)cc2O1 (stereo not given)
53. Cc1ccccc1N1CCN(C(=S)c2ccc(N(C)C)cc2)CC1
54. COc1ccc(S(=O)(=O)N(CC(=O)Nc2cc(C)ccc2C)c2ccc(C)cc2)cc1
55. CSc1nnc(NC(=O)c2cccc(F)c2)s1
56. Cc1cc(C)c2c(c1)CC(C)(C)c1nc3c(Cl)cc(C(F)(F)F)cc3nc1-2
Compound,49,50,51,52,53,54,55,56
GPR151 ag,0.3,-0.6,-0.6,-0.6,0.2,0.0,-4.9,1.7
MITF inh,9,8,4,7,-2,7,0,6
FBW7 activator,0.1,0.0,-0.2,0.1,-0.1,0.1,0.0,0.0
TEAD-YAP block,-2,4,14,7,-7,1,-45,-1

57. Cc1cc(Br)ccc1NC(=O)CCN1C(=O)C2C3C=CC(C3)C2C1=O (stereo not given)
58. N#Cc1cc2c(=O)n3ccccc3nc2n(CCc2ccccc2)c1=O
59. CC(C)(C)c1ccc(OCC(=O)Nc2ccc3c(c2)N(C(=O)c2cccs2)CC3)cc1
60. O=C(O)c1c(CNCCc2ccccc2Cl)c2ccccc2n1Cc1cccc(F)c1
61. CC(=O)N1CCN(Cc2ccc3c(c2)CN(C(=O)c2cccc(N(C)C)c2)CCO3)CC1
62. Cn1nccc1Nc1nc(NCCc2ccc(O)cc2)c2[nH]cnc2n1
63. CCN(CC)S(=O)(=O)c1ccc2oc(Nc3ccc(OC)cc3)nc2c1
64. O=S(=O)(Nc1ccc(S(=O)(=O)N2CCOCC2)cc1)c1ccc(F)cc1
Compound,57,58,59,60,61,62,63,64
GPR151 ag,1.8,-0.1,-0.7,0.0,-1.2,-1.3,0.6,-0.6
MITF inh,-11,-9,-2,5,1,6,1,-11
FBW7 activator,0.5,-0.1,0.2,-0.1,1.0,-0.1,0.2,0.0
TEAD-YAP block,-8,3,4,12,3,0,-10,-1

Part of the list above in order of molar mass, high to low.
59. CC(C)(C)c1ccc(OCC(=O)Nc2ccc3c(c2)N(C(=O)c2cccs2)CC3)cc1
64. O=S(=O)(Nc1ccc(S(=O)(=O)N2CCOCC2)cc1)c1ccc(F)cc1
58. N#Cc1cc2c(=O)n3ccccc3nc2n(CCc2ccccc2)c1=O
Compound,59,64,58
GPR151 ag,-0.7,-0.6,-0.1
MITF inh,-2,-11,-9
FBW7 activator,0.2,0.0,-0.1
TEAD-YAP block,4,-1,3

(further entries)
65. COc1ccc(OC)c(N(CC(=O)Nc2ccc(NC(C)=O)cc2)S(C)(=O)=O)c1
66. CC1CCCCC1NC(=O)/C(C#N)=C/C=C/c1ccccc1[N+](=O)[O-] (stereo not given)
67. O=C(NNS(=O)(=O)c1ccc(Cl)cc1)c1ccco1
68. Cc1c(NC(=O)/C=C/c2ccco2)cccc1-c1nc2cc(Cl)ccc2o1
69. CC(=O)N1CCC(N(CCN2CCOCC2)C(=S)Nc2cc(C)ccc2C)CC1
70. COc1ccc(C2CC(C(=O)N3CCC(C)CC3)N(C)S(=O)(=O)N2)cc1 (stereo not given)
71. Cc1ccccc1-c1cnnc(N2CCN(C3CCCC3)CC2)n1
72. Cc1ccc(-n2c(C)cc(/C=N/N(C)C)c2C)cc1C
Compound,65,66,67,68,69,70,71,72
GPR151 ag,-1.5,-0.5,1.6,0.3,-1.1,-0.2,1.7,3.1
MITF inh,-6,-7,-2,17,7,11,3,13
FBW7 activator,0.1,0.0,0.2,0.2,0.4,0.7,-0.1,0.1
TEAD-YAP block,-6,-20,-7,2,-8,6,1,4

Next section; it opens with the 4 that closed the last part.
69. CC(=O)N1CCC(N(CCN2CCOCC2)C(=S)Nc2cc(C)ccc2C)CC1
70. COc1ccc(C2CC(C(=O)N3CCC(C)CC3)N(C)S(=O)(=O)N2)cc1 (stereo not given)
71. Cc1ccccc1-c1cnnc(N2CCN(C3CCCC3)CC2)n1
72. Cc1ccc(-n2c(C)cc(/C=N/N(C)C)c2C)cc1C
73. CN(C)c1ncc(CN2CCC(N3CCC(C(=O)NC4CC4)CC3)CC2)s1
74. CN1CCN(C(=O)CC2CSc3nc4c(cnn4-c4ccc(F)cc4)c(=O)n32)CC1 (stereo not given)
75. O=C(CSc1ncnc2c1oc1ccccc12)Nc1ccc(Br)cc1
76. CNC(=O)C(C)Oc1cccc(Cl)c1 (stereo not given)
77. O=c1[nH]c(CN2CCN(C/C=C/c3ccccc3)CC2)nc2ccccc12
78. CCOC(CNc1ncnc2c1cnn2C)OCC
79. CCOC(=O)c1c(NC(=O)c2cc(-c3ccco3)on2)sc(C)c1C
80. COc1ccc(N2CCN(S(=O)(=O)c3ccccc3F)CC2)cc1
81. COc1ccc(NC(=O)CSc2nc3c(c(=O)n2C)SC(C)C3)cc1 (stereo not given)
82. CCc1ccc(N(CC(=O)NC(C)(C)CC)C(=O)CCC(=O)Nc2nccs2)cc1
Compound,69,70,71,72,73,74,75,76,77,78,79,80,81,82
GPR151 ag,-1.1,-0.2,1.7,3.1,0.5,-0.2,0.3,0.1,-0.2,-0.2,-0.5,-0.9,-0.8,1.9
MITF inh,7,11,3,13,-6,-4,-15,-3,10,8,-2,6,26,3
FBW7 activator,0.4,0.7,-0.1,0.1,0.0,-0.1,-0.2,-0.1,-0.3,1.0,-0.1,-0.1,-0.2,-0.2
TEAD-YAP block,-8,6,1,4,-5,4,1,6,7,0,3,4,11,10
